# proKLK7 act – activates the human kallikrein-7 zymogen. P49862. purified proKLK7, EDANS-DABCYL substrate fluorescence; 100% is mature enzyme control, 0% vehicle. activation, % at 7 µM. 370,000 compounds, 0.9% hits;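 active = activation above the mean of all tested compounds plus 3 SD, computed per campaign excluding outliers beyond control limits, cut at about 13% in these data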
# sPLA2-III inh – Blocks human group III sPLA2 activity; QFRET BODIPY PC-A2 liposome hydrolysis, fluorescence; inhibition, % at 12.2 µM; 370,000 compounds, 0.56% hits;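 active = inhibition above mean plus 3 SD of compounds lying within the high and low control bounds, cut at about 19% in these data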;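 also: 0% = median of test compound wells and 100% = no enzyme DMSO wells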
# GC-A act – GC-A (human) enzyme activation. P16066. HEK293 GC-A cells, cGMP TR-FRET, EC30 ANP; 0% at EC30 ANP, 100% saturating ANP. activation, % at 10 µM. 370,000 compounds, 0.14% hits. AID 1671463; in the data active = activation above about 40%
# Target sequence (P16066 whole entry, looked up): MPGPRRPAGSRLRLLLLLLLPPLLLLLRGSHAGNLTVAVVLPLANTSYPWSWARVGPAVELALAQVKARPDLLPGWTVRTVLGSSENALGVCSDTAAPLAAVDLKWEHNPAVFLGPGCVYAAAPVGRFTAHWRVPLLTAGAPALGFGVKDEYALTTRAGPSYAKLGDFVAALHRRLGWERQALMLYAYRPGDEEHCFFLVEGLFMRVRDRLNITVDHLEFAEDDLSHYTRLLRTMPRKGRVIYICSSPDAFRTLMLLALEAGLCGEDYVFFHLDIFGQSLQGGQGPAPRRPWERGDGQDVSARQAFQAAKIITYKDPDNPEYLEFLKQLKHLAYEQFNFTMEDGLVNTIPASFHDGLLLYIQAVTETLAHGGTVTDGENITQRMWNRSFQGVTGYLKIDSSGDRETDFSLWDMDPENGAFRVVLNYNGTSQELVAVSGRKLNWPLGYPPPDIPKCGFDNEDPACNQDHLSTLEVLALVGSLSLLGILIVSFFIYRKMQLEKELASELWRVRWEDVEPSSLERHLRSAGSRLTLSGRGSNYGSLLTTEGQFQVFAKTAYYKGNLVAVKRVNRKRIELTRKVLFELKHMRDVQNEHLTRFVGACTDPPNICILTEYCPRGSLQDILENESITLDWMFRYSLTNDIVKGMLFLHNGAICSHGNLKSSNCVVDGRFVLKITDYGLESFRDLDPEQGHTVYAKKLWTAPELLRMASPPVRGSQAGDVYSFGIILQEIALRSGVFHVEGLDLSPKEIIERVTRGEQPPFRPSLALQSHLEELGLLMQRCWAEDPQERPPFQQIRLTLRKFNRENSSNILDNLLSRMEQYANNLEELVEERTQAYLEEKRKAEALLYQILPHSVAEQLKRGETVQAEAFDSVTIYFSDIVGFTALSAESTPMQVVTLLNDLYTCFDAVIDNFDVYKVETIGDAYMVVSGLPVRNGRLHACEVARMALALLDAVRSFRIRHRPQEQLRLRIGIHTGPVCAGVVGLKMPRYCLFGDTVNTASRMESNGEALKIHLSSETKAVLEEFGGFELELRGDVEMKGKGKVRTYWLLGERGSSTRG
# NPR2 activator – GC-B (human) receptor activation; HEK293-GC-B cells, CNP EC30, cGMP TR-FRET; 0% at EC30 CNP, 100% saturating CNP; activation, % at 10 µM; 370,000 compounds, 0.11% hits; AID 1920062;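 active = activation at 10 µM reaching about 35% in either raw or pattern-adjusted values, limit read from the data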
# ARFGAP1 inh – inhibits rat ARF GTPase activating protein 1. Q62848. Arfgap1-stimulated ARF1 GTP hydrolysis, GDP FP detection. inhibition, % at 16.5 µM. 360,000 compounds, 0.26% hits. AID 651572;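 active = inhibition above a per-plate limit, mean inhibition of low control wells plus 3 SD, cut at about 25% in these data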;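 also: 0% = DMSO wells with enzyme and 100% = wells lacking Arfgap1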
#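 Replicates: Single well per compound | Assay system: Truncated rat Arfgap1 GAP domain | Control set: No-Arfgap1 wells (100%) versus DMSO full-reaction wells (0%) | Times: Enzyme reaction 120 min at 25 °C after 20 min preincubation | Reagent: Human ARF1(Δ1-17)-GTP substrate | Measured by: Tracer-displacement fluorescence polarization with EDTA stop, 620/688 nm | Measure: Percent inhibition of Arfgap1-stimulated GTP hydrolysis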
# GAA850 FXN act – frataxin GAA850 promoter activation. HEK293 lucGAA850 FXN promoter luciferase reporter, 24 h; percent of 10 µM SAHA response. activation, % at 6 µM. 360,000 compounds, 0.56% hits. AID 540364;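 active = activation above the average of all compounds screened plus 3 SD, cutoff fixed separately per campaign, cut at about 7.5% in these data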;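 also: 0% = DMSO wells and 100% = 10 µM SAHA wells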
# ASAP1 inh – ASAP1 ArfGAP inhibition | inhibition, % at 16.5 µM | AID 624377 | Q9ULH1 | 360,000 compounds, 0.19% hits | ASAP1-stimulated ARF1 GTP hydrolysis, GDP FP detection; in the data active = inhibition above about 25%;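 also: 0% = vehicle with enzyme and substrate and 100% = no enzyme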
# ADAM10 inh – inhibitors of human ADAM10 | 370,000 compounds, 0.62% hits | O14672 | inhibition, % at 7 µM | recombinant ADAM10, EDANS/DABCYL FRET peptide cleavage, 3 h;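 active = inhibition above a per-campaign cutoff equal to the mean of compounds falling between control-based bounds plus 3 SD, cut at about 20% in these data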;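 also: 0% = DMSO wells while the 100% control is not disclosed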
# Tn6 DDE FP – inhibitors of Tn6 peptide binding to human fibrin DD(E). AID 720509. Fibrin DD(E) TRITC-Tn6 fluorescence polarization displacement. inhibition, % at 8.3 µM. P02675. 370,000 compounds, 0.21% hits;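 active = inhibition above a per-campaign cutoff: mean of compounds within control limits plus 3 SD, cut at about 15% in these data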;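 also: 0% = median of all compound wells on the plate and 100% = blocking peptide control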
# rCAG RNA binder – r(CAG) repeat RNA binding; TO-PRO-1 dye displacement fluorescence; inhibition, % at 3 µM; 370,000 compounds, 1.3% hits;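 active = inhibition above the plate cutoff, the mean of all test compounds on that plate plus 3 SD, cut at about 35% in these data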;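 also: 0% = DMSO alone and 100% = 100 µM mitoxantrone as full dye displacement; higher means more dye released from RNA so lower well fluorescence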
# Active calls of the source: *; nt = no result given. Rows were taken by chance; 4.5% or so of the library scored in one or more.
SMILES,proKLK7 act,sPLA2-III inh,GC-A act,NPR2 activator,ARFGAP1 inh,GAA850 FXN act,ASAP1 inh,ADAM10 inh,Tn6 DDE FP,rCAG RNA binder
Cc1ccc(S(=O)(=O)N2CCCN(S(=O)(=O)c3ccccc3Br)CC2)cc1,0.2,-9,2,2,0,1.4,-12,6,1,4
COCCNC(=O)CN(C)S(=O)(=O)c1ccc(Br)cc1,-0.2,8,1,-3,8,-0.8,0,-6,2,-3
COc1cc(OC)cc(C2=Cc3ccc(OC)cc3C(CC(C)=O)N2c2ccc(C#CC3(N)CCCCC3)cc2)c1 (stereo not drawn),-2.5,15,-1,-2,5,nt,5,-63,-7,16
CC(C)(C)CN1CCC(Oc2cccc(C(=O)NCCCOc3cccnc3)c2)CC1,-0.5,0,-2,-4,8,2.8,-7,-8,1,-10
COC(=O)c1cccc(NC(=O)NC23CC4CC(CC(C4)C2)C3)c1,0.0,5,7,1,5,2.8,16,6,-6,6
O=C(O)CSc1nc(SCc2ccccc2Cl)nc2c1CCCC2,0.3,-12,-2,2,2,2.0,-7,10,-3,42*
CC(=O)Oc1ccc(C(=O)Nc2ccccc2C(=O)Nc2ccc(C(=O)O)cc2)cc1,0.3,-7,3,2,-3,1.7,-5,-1,6,9
COc1cccc(NC(=S)N2CCN(C)CC2)c1,0.6,2,1,3,-19,1.5,10,0,6,-1
CN(CCNC(=O)C1CCC(=O)N(Cc2ccc(Cl)cc2)C1)CCc1ccccc1 (stereo not drawn),0.2,-8,-1,-4,1,-1.7,2,-2,6,-8
COc1ccc(-c2csc(NC3=NCCCCC3)n2)cc1,-0.4,9,3,6,0,2.1,4,3,0,1
O=[N+]([O-])c1ccc(S(=O)(=O)NCC(c2cccnc2)N2CCOCC2)cc1 (stereo not drawn),0.0,6,2,0,-1,0.8,-1,-2,-4,-1
CC(C)(C)NC(=O)C(c1ccc(C(F)(F)F)cc1)n1c(=O)c(-c2ccco2)nc2ccccc21 (stereo not drawn),-1.5,4,-8,-14,-6,nt,-1,-138,10,27
C[n+]1cc[nH]c1SCC(=O)c1ccccc1,0.3,-2,3,2,2,6.5,18,0,4,-1
CCOC(=O)c1cc(-c2ccc(C)cc2)n(CCC(=O)NC(C)CC)c1C (stereo not drawn),0.5,-2,1,-3,9,-2.1,-1,-4,4,-10
CCN1CCN(C(=O)/C=C/c2ccc(C)cc2)CC1,0.4,4,-1,1,-7,1.6,-3,-4,2,-5
CCCN(CCC)Cc1cc(=O)oc2ccc3ccccc3c12,-11,-4,-2,3,5,nt,10,-120,-7,10
COc1cccc(OC)c1NC(=O)C1CCCN1C(=O)Nc1cccc(Cl)c1 (stereo not drawn),-0.7,6,4,2,9,-0.3,6,-1,2,-1
Cc1c(NC(=O)c2cc3ccccc3c(=O)s2)c(=O)n(-c2ccccc2)n1C,-0.3,1,-3,-5,5,-0.6,0,0,-7,2
O=C1C=C(c2ccc(Cl)nc2)C[C@@H](c2ccc3c(c2)OCO3)C1,0.1,4,3,5,2,3.5,3,-3,9,-1
CC(=O)OCC=C1CCC2C3CC(C)C4=CC(=O)CCC4(C)C3C(O)CC12C (stereo not drawn),0.5,-25,0,3,4,-2.0,-1,13,-3,-3
O=C(c1ccc(-c2ccc([N+](=O)[O-])cc2)o1)N1CCCCCCC1,-1.0,8,-2,-3,-8,5.6,-7,-17,6,10
O=C(NCc1ccc2c(c1)OCO2)c1cc2ccccc2oc1=O,-0.7,3,6,-6,2,-1.5,0,-5,-8,0
Cc1cccc(C)c1NC1=NC2(CCCCC2)N=C(N)N1,-0.6,-1,1,3,3,2.0,12,4,-9,-2
O=C(NC1CCN(C(=O)Nc2ccc(F)cc2)CC1)c1ccccc1F,-0.2,4,-2,-3,7,-0.3,-4,8,1,-1
COc1ccccc1OCCNC(=O)Nc1cc(F)c(F)cc1Cl,-0.5,-2,-1,-1,9,0.0,-8,-7,7,-4
CC(Oc1ccccc1F)c1ccnc2nc(/N=C/N(C)C)nn12 (stereo not drawn),-0.1,4,3,-1,1,1.1,10,-18,13,-1
CCCCN(CCCC)Cc1cc(=O)oc2ccccc12,-0.1,1,-2,-4,2,nt,-3,-11,0,2
Cc1ccc(S(=O)(=O)Nc2ccc3oc(=O)sc3c2)c(C)c1,0.0,-58,-4,0,-4,2.5,-3,16,-15,24
COc1ccccc1C1=NC(c2ccc(C)cc2)N=C1C (stereo not drawn),0.6,0,-1,3,-11,2.7,2,95*,-5,-1
COc1ccc(CN2CCC(n3nccc3NC(=O)c3cccc(F)c3)CC2)cc1O,-0.6,-1,-2,-11,-13,-1.2,9,-1,2,-7
O=[N+]([O-])c1ccc(NC(=S)N/C(=N/CS(=O)(=O)c2ccccc2)c2ccccc2)cc1,-0.1,9,3,7,16,0.4,-3,-1,-7,4
O=C(c1ccc(-c2cccc(C(F)(F)F)c2)o1)N1CCN(c2ccccc2)CC1,0.5,-3,0,-1,-2,1.0,-5,-3,-3,1
Cc1ccc(NC(=O)Cc2ccc(OC(F)F)cc2)c(S(=O)(=O)N2CCOCC2)c1,0.5,-7,0,5,nt,nt,nt,3,3,3
COc1cc(C=C2C(=O)OC(c3ccccc3)OC2=O)cc(Br)c1O (stereo not drawn),0.5,-1,13,1,-5,-1.7,4,1,1,4
CN(CCc1ccccn1)C(=O)CCC1CCCN(C(=O)c2c3c(nn2C)CCCC3)C1 (stereo not drawn),-0.1,-4,0,2,-7,-0.4,1,-5,-3,-10
O=C(Nc1cccnc1)C1(F)C(F)(F)C(F)(F)C(F)(F)C(F)(F)C1(F)F,0.0,-3,1,5,0,-1.8,2,-4,2,-5
COc1ccc(NC(=O)CN2CCCCCC2)cc1OC,0.0,6,4,0,5,-0.1,-3,-10,3,1
O=S(=O)(/N=C(/Nc1ccccn1)c1ccccc1)c1ccc(F)cc1,-0.2,0,-5,3,19,1.6,-6,-3,-4,-3
OC(COc1ccc2c(c1)CCC2)Cn1cnc2ccccc21 (stereo not drawn),0.1,-8,0,6,10,-0.5,5,7,3,-3
COc1cccc(-n2c(COc3ccccc3C)nnc2SCC(=O)O)c1,0.1,-3,2,2,11,-0.2,2,-3,0,8
CCOc1ccc(CN(C)C(=O)c2cccc(S(=O)(=O)Nc3ccccc3OC)c2)cc1OC,0.4,0,2,2,-4,0.8,-1,-10,8,2
CCn1c(=O)c(=O)n(CC)c2cc(S(=O)(=O)Nc3cccc(OC)c3)ccc21,0.1,6,1,2,1,-1.4,-5,-1,7,1
Cc1c(NC(=O)c2cccc(F)c2)c(=O)n(-c2ccccc2)n1C,0.0,0,3,5,-3,-2.0,-5,6,2,-2
CN(C)c1c(F)cc(C(=O)NC(=O)NCc2cccnc2)cc1F,0.0,10,1,0,-9,1.9,9,-9,2,-5
O=C(CCCn1c(SCC(=O)c2ccc(Cl)cc2)nc2ccccc2c1=O)NCc1ccco1,0.2,-7,-1,-12,21,-2.0,-7,-2,5,7
O=C(CN1CCNCC1)Nc1ccc(Oc2ccccc2)cc1,-0.5,-4,7,9,-3,2.4,8,-4,-3,2
COc1cccc(S(=O)(=O)NC2CCN(C#N)C2)c1 (stereo not drawn),-0.1,2,0,-1,11,-0.7,6,-6,9,4
CC1CC(C)CN(C(=O)CCNC(=O)Cn2cnc3ccccc3c2=O)C1 (stereo not drawn),-0.3,-1,-1,1,1,1.5,-8,9,-2,-3
CC(=O)NNC(=O)c1sc(=S)n(C)c1C,0.5,3,2,4,8,-0.1,4,5,8,0
COCCNC(=O)C(C)N(c1ccc(OC)cc1)S(C)(=O)=O (stereo not drawn),-0.6,-2,3,5,21,-0.5,7,-2,4,0
O=[N+]([O-])c1ccccc1S(=O)(=O)N1CCCC(C(F)(F)F)C1 (stereo not drawn),-0.1,2,4,1,4,0.7,9,-2,1,2
CCOC1=C2[C@@H](CN(S(=O)(=O)c3ccc(C)cc3)[C@H]2c2cccc3ccccc23)[C@H]2C(=O)N(CC)C(=O)[C@H]2C1,0.3,-14,4,-1,7,nt,-1,-3,0,6
Cc1ccc(-n2nc(C)cc2NC(=O)c2ccc(C)s2)cc1,0.1,0,2,6,4,-1.8,-12,-3,-8,0
COc1ccccc1NC(=S)NC1CCCCCCCCCCC1,0.0,13,-3,-1,0,1.6,5,-4,-10,-2
O=S(=O)(Nc1ccon1)c1ccc(Br)s1,-0.8,1,2,10,12,1.4,-9,-5,1,1
CC(=O)Nc1ccc(N2C(=O)C3C4CC(=O)C(c5ccccc54)C3C2=O)cc1 (stereo not drawn),-1.0,-2,5,-4,0,1.8,-3,-1,4,0
CCS(=O)(=O)N1Cc2ccccc2CC1C(=O)Nc1ccc(F)c(F)c1F (stereo not drawn),-0.1,3,1,-6,8,4.9,8,-5,2,4
COC(=O)c1c(NC(=O)CSc2nnnn2-c2ccc3c(c2)OCO3)sc(C)c1C,-0.1,3,-1,-5,5,0.5,-6,5,5,1
COc1cc(Br)c(CC2c3cc(OC)c(OC)cc3CCN2C)cc1OC (stereo not drawn),1.9,-1,1,-3,-1,2.9,6,-56,7,4
CCN(CC)S(=O)(=O)c1ccc(OC)c(NC(=O)C(C)Oc2ccc3c(C)cc(=O)oc3c2)c1 (stereo not drawn),-0.9,-8,0,0,8,-2.9,-7,-45,0,2
# Later entries:
SMILES,proKLK7 act,sPLA2-III inh,GC-A act,NPR2 activator,ARFGAP1 inh,GAA850 FXN act,ASAP1 inh,ADAM10 inh,Tn6 DDE FP,rCAG RNA binder
CC(C)(C)NCC(=O)c1c[nH]c2ccccc12,-0.3,1,0,2,5,-0.1,-14,8,5,-1
CC[C@H]1OC(=O)[C@H](C)[C@@H](O[C@H]2C[C@@](C)(OC)[C@@H](O)[C@H](C)O2)[C@H](C)[C@@H](O[C@@H]2O[C@H](C)C[C@H](N(C)C)[C@H]2O)[C@](C)(O)C[C@@H](C)C(=NOCOCCOC)[C@H](C)[C@@H](O)[C@]1(C)O,-0.1,-4,3,3,-6,1.8,6,-2,1,-1
CCOc1cccc2sc(N(CCN(CC)CC)C(=O)c3ccc(S(=O)(=O)N4CCCC4)cc3)nc12,-0.1,2,-6,-8,-7,-1.0,16,-12,4,-5
CCOc1ccc(N2CC(C(=O)Nc3ccc(S(=O)(=O)N4CCOCC4)cc3)CC2=O)cc1 (stereo not drawn),0.3,-8,0,-3,3,-0.6,-8,13,-9,1
N#Cc1ccc(-c2nc3c4ccccc4ccn3c2Cc2ccccc2C(F)(F)F)cc1,-1.5,-1,-3,-2,-7,nt,-3,-42,11,9
Cc1cc(C)n(CCCN2CCC(C(=O)Nc3cccc(-c4cccc(F)c4)c3)CC2)n1,0.7,-17,-2,-9,-4,0.6,-8,-1,12,-7

# Only ASAP1 inh (two entries from above):
smiles,ASAP1 inh
CC(C)(C)NCC(=O)c1c[nH]c2ccccc12,-14
CC[C@H]1OC(=O)[C@H](C)[C@@H](O[C@H]2C[C@@](C)(OC)[C@@H](O)[C@H](C)O2)[C@H](C)[C@@H](O[C@@H]2O[C@H](C)C[C@H](N(C)C)[C@H]2O)[C@](C)(O)C[C@@H](C)C(=NOCOCCOC)[C@H](C)[C@@H](O)[C@]1(C)O,6
